P. falciparum M1AAP – P. falciparum M1AAP inhibitors, biochemical, fluorogenic H-Leu-NHMec substrate, 1536-well (AID 1445); recombinant M1AAP, H-Leu-NHMec fluorogenic kinetic assay; higher % means a stronger effect; inhibition, % at 30 µM, or IC50 in µM where a hit was titrated; 0.42% of 220,000 active;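 active = primary inhibition above the hit cutoff, then over 50% inhibition at one or more dose response concentrations, cut at about 23% in these data, passing the limit was not always enough; inconclusive = conflicting primary data, or primary hits not chosen for dose response; inactive = low primary inhibition, or under 50% at every dose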;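 also: plate controls were DMSO full reaction for no effect and no enzyme background for full effect; strong numbers were not always called active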
PMI inhibition – human PMI inhibitors, high substrate, primary screen, biochemical, fluorescence intensity, high mannose 6-phosphate (AID 1220) | recombinant PMI enzyme, coupled fluorescence intensity; higher % means a stronger effect | inhibition, % at 20 µM; hits with a dose series show IC50 in µM | 0.66% of 190,000 active; in the data active = inhibition above about 50%
XIAP antagonists – XIAP antagonists, biochemical, IAP family, fluorescence polarization (AID 1018); displacement, % at 20 µM; hits with a dose series show IC50 in µM; 0.007% of 200,000 active; XIAP BIR domain, fluorescence polarization peptide displacement; higher % means a stronger effect; in the data active = displacement above about 50%; also: a part of the inactive calls stands beside numbers as strong as those of hits
CSM14.1 death rescue – protection against thapsigargin-triggered cell killing – 384-well, CSM14.1, ATP luminescence, primary screen (AID 1222). CSM14.1 thapsigargin-induced death rescue, ATP luminescence; higher % means a stronger effect. cellular ATP content (survival), % at 20 µM, or EC50 in µM where a hit was titrated. 190,000 tested, under 10 active;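 active = EC50 below 50 µM in the dose-response confirmation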;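 also: death triggered by thapsigargin at about 15 µM added after 2 h compound pretreatment; cell ATP read after overnight thapsigargin exposure of roughly 18 to 22 hours; normalized against plate controls of thapsigargin alone and 5% DMSO vehicle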
P. falciparum M17LAP – P. falciparum M17LAP inhibitors, primary screen, biochemical, fluorogenic H-Leu-NHMec substrate, 1536-well (AID 1619); recombinant M17LAP, H-Leu-NHMec fluorogenic kinetic assay; higher % means a stronger effect; inhibition, % at 30 µM, or IC50 in µM where a hit was titrated; 0.38% of 220,000 active;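 active = compound inhibiting the enzyme by more than half at any dose during confirmatory dose-response retesting; inconclusive = strong single-dose inhibitors picked by rank but not retested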;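 also: plate controls were full reaction with DMSO carrier for no effect and no enzyme background for full effect; strong numbers were not always called active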
Yfh1-depleted yeast – enhancers of respiration in Yfh1-depleted yeast, dose response, Friedreich's ataxia, plus single-dose screen (AID 1465); S. cerevisiae Yfh1-off respiration, WST-1 reduction, 72 h; higher fold induction means a stronger effect; one-dose fold induction at 50 µM; EC50 in µM for titrated hits; 0.074% of 220,000 active;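 active = fold induction of absorbance versus untreated yeast above a set limit, then at least 30% activation at any dose in follow-up; inconclusive = repeats straddling the limit, or above it without dose testing; inactive = fold induction below the set limit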;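 also: activators that raise dye reduction in frataxin-depleted yeast; strong numbers were not always called active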
West Nile antiviral – inhibition of WNV-induced cytopathic effect – cell-based, CPE readout (AID 1621). CPE inhibition, % at 10 µM; hits with a dose series show IC50 in µM. 0.02% of 290,000 active. West Nile virus-infected cells, CPE inhibition; higher % means a stronger effect; in the data active = a potency from the dose series; inconclusive = CPE inhibition mostly from about 3.7% at the one dose, without a potency; inactive = the rest, 99 in 100 with CPE inhibition below about 2.2%; also: strong numbers were not always called active
Salmonella PhoP GFP – PhoP-dependent GFP reporter repression – Salmonella Typhimurium, primary screen (AID 1863) | inhibition, % at 50 µM, or IC50 in µM where a hit was titrated | S. Typhimurium PhoP-regulated promoter GFP reporter, 4 h; higher % means a stronger effect | 0.16% of 300,000 active;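 active = inhibition over 29.93%, a cutoff 3 SD above the screen mean, later confirmed by dose response; inconclusive = inhibition over 29.93% but no dose response follow-up; inactive = inhibition at most 29.93% or unconfirmed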;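 also: 0% = low Mg2+ inducing control and 100% = high Mg2+ repressing control; strong numbers were not always called active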
Siah-1 displacement – Siah-1 peptide-binding antagonists, primary screen, biochemical, fluorescence polarization, rhodamine-plectin, uHTS (AID 1817); Siah-1 / rhodamine-plectin peptide fluorescence polarization; higher % means a stronger effect; displacement, % at 20 µM, or IC50 in µM where a hit was titrated; 0.02% of 290,000 active;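 active = displacement of at least 50% at 20 µM, with a fluorescence ratio check between 0.3 and a set limit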;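 also: plate controls were Siah plus tracer with DMSO for no effect and tracer alone without Siah for full effect; strong numbers were not always called active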
Active calls of the source: *; i = inactive; ? = inconclusive; / = not tested or not shown; & = joins results of further samples.

SMILES | P. falciparum M1AAP | PMI inhibition | XIAP antagonists | CSM14.1 death rescue | P. falciparum M17LAP | Yfh1-depleted yeast | West Nile antiviral | Salmonella PhoP GFP | Siah-1 displacement
O=C(c1cnn2c(C(F)(F)F)cc(-c3ccco3)nc12)N1CCCCCC1 | 16% | 10% | -5.3% | -1.7% | -2% | i | -0.1% | -4% | 2%
CCc1c(C(=O)Nc2ccccc2)c(C)[nH]c(=S)c1C#N | 15% | -42% | -4.8% | -1.4% | 19% | i | 0.0% | -1% | 0%
CCOc1ccc(NS(=O)(=O)c2ccc(NC(=O)[C@@H]3CCCC[C@@H]3C(=O)O)cc2)cc1 | 0% | -6% | 1.7% | -1.5% | 42% | i | 0.0% | -1% | 6%
O=C(NNC1=C(C(=O)C(F)(F)F)CCC1)c1ccccc1O | 13% | -20% | -2.1% | -1.2% | 16% | i | 0.0% | -12% | -10%
COc1ccccc1N1CCN(CC(=O)Nc2cc(F)ccc2C)CC1 | -2% | 11% | -1.2% | 0.0% | 4% | i | -0.4% | -3% | -3%
COc1ccc(N2CC(NC(=O)N(C)CCC#N)CC2=O)cc1 (stereo unspecified) | 4% | -1% | -3.0% | -0.9% | 3% | i | 0.2% | 1% | 0%
O=C(O)C(Cc1ccccc1)N1C(=O)/C(=C/c2ccccc2)SC1=S (stereo unspecified) | 18% | 6% | -6.2% | 3.1% | 41% | i | 0.3% | -7% | -2%
CCOC(=O)c1ccc(NC(=S)NCCc2ccc(OC)c(OC)c2)cc1 | 8% | / | / | / | 1% | i | -1.4% | 0% | 4%
CCOC(=O)NC(=O)CSc1nnnn1-c1ccc(Cl)cc1 | -1% | -4% | -12% | -1.8% | -1% | i | -0.3% | -2% | 1%
O=C(COC(=O)c1cc(NS(=O)(=O)c2cccs2)ccc1O)Nc1cc(Cl)ccc1Cl | 8% | 8% | 1.8% | 3.1% | 3% | i | 0.6% | -3% | -8%
O=C(COc1ccc(Cl)cc1Cl)N1CCN(c2ccccn2)CC1 | 5% | -2% | -1.5% | -0.5% | -4% | i | -0.4% | 1% | 7%
O=[N+]([O-])c1ccccc1OCCCCN1CCCCC1 | -2% | 4% | 0.1% | -1.7% | 4% | i | -0.5% | 6% | 4%
CCCc1cc(=O)[nH]c(Nc2ccc3c(c2)OCCO3)n1 | 2% | 48% | -3.2% | 0.1% | 6% | i | -0.6% | 3% | 0%
CCOC(=O)C1(C)NC(c2cccs2)C2C(=O)N(c3ccccc3)C(=O)C21 (stereo unspecified) | -1% | -1% | -1.8% | / | -7% | i | 0.0% | -4% | 19%
COc1ccc(C(=O)N/N=C(\c2ccccc2)c2ccccn2)cc1 | 8% | -23% | -8.4% | -1.8% | 2% | i | ? | 4% | 1%
Cc1ccc2[nH]c3c(c2c1)CCCC3C(N)=O (stereo unspecified) | 6% | 5% | -2.3% | -1.0% | 11% | i | -0.3% | -12% | 2%
COc1ccccc1OCCn1cc(C(=O)O)c2ccccc21 | / | -4% | -1.1% | 0.0% | / | i | 2.6% | / | -6%
Cc1nnc(-c2cccc(C(F)(F)F)c2)nc1N1CCOCC1 | 2% | -20% | 0.2% | 0.6% | 1% | i | -0.4% | -4% | 5%
CCOC(=O)c1cn(CC(=O)Nc2ccc(C(C)C)cc2)nn1 | 3% | -2% | -6.6% | -2.0% | 30% | i | 65% | 0% | 2%
CCN(CC)c1ccc(NC(=O)C2=CCN(S(=O)(=O)c3ccc(F)cc3)CC2)c(C)c1 | 6% | 27% | -3.3% | 5.8% | -6% | / | / | -1% | 5%
Cc1ccccc1OCC(O)Cn1c(NCCN(C)C)nc2c1c(=O)n(C)c(=O)n2C (stereo unspecified) | -2% | 5% | -3.0% | 0.5% | 3% | / | / | -13% | 2%
CCOCCCn1c(=S)[nH]c2cc(C(=O)NCCOC)ccc2c1=O | 8% | 6% | -1.9% | -0.2% | 2% | i | 0.7% | 3% | 4%
O=[N+]([O-])c1ccc2[nH]nc(-c3ccccc3)c2c1 | 2% | 5% | 0.6% | -5.7% | -1% | i | -0.5% | 18% | 1%
CCc1c(C(=O)Nc2cc(C)ccc2OC)[nH]c(C)c1C(C)=O | 0% | 7% | -2.7% | / | 0% | i | -0.1% | -1% | -3%
Cc1ccc(C)n1C(CC(=O)O)c1ccc(C#N)cc1 (stereo unspecified) | 2% | -1% | -7.7% | -0.1% | 7% | i | -0.1% | -7% | 7%
Carrying on.
SMILES | P. falciparum M1AAP | PMI inhibition | XIAP antagonists | CSM14.1 death rescue | P. falciparum M17LAP | Yfh1-depleted yeast | West Nile antiviral | Salmonella PhoP GFP | Siah-1 displacement
COC(=O)c1ccc(Oc2ccc3nncn3n2)cc1 | -4% | 10% | 0.1% | -0.6% | 6% | i | -0.1% | -1% | -3%
Cc1ccc(NC2=CC(=O)CC(c3ccccc3)C2)cc1 (stereo unspecified) | 4% | 11% | -1.8% | 0.0% | -10% | i | -1.5% | 5% | 0%
CC(C)(C)OC(=O)CNC(=O)c1[nH]cnc1C(=O)N[C@@H](CCCCNC(=O)OC(C)(C)C)C(=O)OC(C)(C)C | -1% | / | / | / | -1% | i | -1.0% | -2% | -2%
CCCCOC(=O)c1ccc(N2C(=O)CC(N3CCN(C/C=C/c4ccccc4)CC3)C2=O)cc1 (stereo unspecified) | 11% | 11% | -0.1% | -1.3% | 7% | i | 0.5% | -3% | 5%
C/C=C/C(=O)NCCc1ccc(OC)c(OC)c1 | -2% | 4% | -0.4% | -0.4% | -5% | i | -0.2% | 3% | 9%
COc1ccc(-c2ncccc2O)cc1 | 17% | -4% | -4.1% | -0.1% | -19% | i | 0.5% | 17% | -3%
COc1ccc(/C=C/C(=O)O)cc1S(=O)(=O)NCc1ccco1 | 11% | / | / | / | 2% | i | 0.2% | -14% | 7%
COc1ccc(CN2CCCC(C(=O)c3ccc(Cl)cc3)C2)cc1Cn1cncn1 (stereo unspecified) | / | 0% | -2.2% | 7.1% | / | i | 0.0% | / | -2%
O=C(CCCc1cccs1)Nc1nccs1 | 3% | -13% | -7.0% | 0.8% | 4% | i | -0.3% | 7% | 1%
COc1ccc2c(c1OC)C(=O)OC2Nc1nc2ccccc2s1 (stereo unspecified) | 6% | / | / | / | 3% | i | 0.0% | -3% | -3%
COc1ccc(S(=O)(=O)N2CCN(c3ccc4nnc(-c5ccccc5)n4n3)CC2)cc1 | -4% | 24% | -1.2% | -0.1% | 0% | i | 0.5% | -3% | 3%
COc1ccc2nc3ccccc3nc2c1NC(=O)c1ccc(Cl)cc1Cl | 7% | 18% | 0.3% | -1.6% | 9% | i | -0.1% | -17% | 2%
Cc1ccccc1-n1c(SCC(=O)c2c(N)n(C)c(=O)n(C)c2=O)nc2sc3c(c2c1=O)CCCC3 | -2% | 18% | -7.0% | 1.3% | 22% | i | 0.4% | -7% | -3%
Cc1cc(C)n(-c2nc(NCCO)c3c4c(sc3n2)CCCC4)n1 | 9% | 7% | 3.8% | -2.4% | 0% | i | 0.2% | 2% | 0%
Cc1ccccc1-c1noc(CCC(=O)NCC2CCCO2)n1 (stereo unspecified) | 0% | 1% | -5.0% | -0.3% | 6% | i | -0.2% | 6% | 3%
Cc1nnc2c3ccccc3c(-c3cccc4ccccc34)nn12 | 13% | -5% | -3.4% | 1.0% | 8% | i | 1.2% | -3% | -2%
CCCN(CCC)c1nc(N)c(C#N)c(CC#N)c1C#N | 7% | 8% | -5.5% | -0.8% | -13% | i | 0.1% | 7% | -4%
Cc1cc(OCC(=O)O)c2cccc(C)c2n1 | -4% | -2% | -7.7% | -0.4% | 3% | i | -0.8% | 8% | -2%
O=C(CN(c1ccc(F)cc1)S(=O)(=O)c1ccccc1)NCc1ccco1 | 1% | 9% | -3.8% | 1.9% | 13% | i | 0.1% | 10% | 0%
CC(C)CC(=O)Nc1ccc(C(=O)NNC(=O)C(c2ccccc2)c2ccccc2)cc1 | 2% | 3% | -3.5% | -3.8% | 4% | i | 0.0% | -8% | 1%
COc1cc(C(c2oc(CO)cc(=O)c2O)c2oc(CO)cc(=O)c2O)cc(OC)c1OC | -5% | -11% | -4.7% | -1.6% | 6% | i | 0.7% | 2% | 0%
CCCCCCCOC(=O)C1=C(C)Nc2ncnn2C1c1cccs1 (stereo unspecified) | 8% | -14% | -2.6% | -0.3% | 4% | i | 3.2% | 0% | 2%
Cc1cc(N2CCOCC2)nc(N)n1 | -1% | -10% | -5.6% | -1.5% | 1% | i | 0.4% | 3% | -1%
O=C(O)Cc1ccc(NCc2ccccc2Cl)cc1 | 4% | 13% | -9.5% | -12% | 2% | i | 0.7% | 5% | 19%
COc1ccc(OCC(=O)N2CCN(C(=O)c3cccc(F)c3)CC2)cc1 | 1% | 1% | 4.8% | -3.6% | -13% | i | 0.1% | 0% | -4%

2 neighbouring compounds already listed, quoted:
SMILES | P. falciparum M1AAP | PMI inhibition | XIAP antagonists | CSM14.1 death rescue | P. falciparum M17LAP | Yfh1-depleted yeast | West Nile antiviral | Salmonella PhoP GFP | Siah-1 displacement
O=C(O)Cc1ccc(NCc2ccccc2Cl)cc1 | 4% | 13% | -9.5% | -12% | 2% | i | 0.7% | 5% | 19%
COc1ccc(OCC(=O)N2CCN(C(=O)c3cccc(F)c3)CC2)cc1 | 1% | 1% | 4.8% | -3.6% | -13% | i | 0.1% | 0% | -4%

(cont.)
SMILES | P. falciparum M1AAP | PMI inhibition | XIAP antagonists | CSM14.1 death rescue | P. falciparum M17LAP | Yfh1-depleted yeast | West Nile antiviral | Salmonella PhoP GFP | Siah-1 displacement
CC(C)C[C@H](NC(=O)c1[nH]cnc1C(=O)N[C@@H](C)c1ccccc1)C(=O)OCc1ccccc1 | -11% | / | / | / | -4% | i | -0.1% | -8% | -4%
Cc1cc(CO)nn1-c1ccc([N+](=O)[O-])cc1 | 0% | / | / | / | 8% | i | 0.3% | -6% | 5%
CC1=C(C(=O)Nc2cc(C)ccn2)C(c2cnn(C)c2)C2=C(CC(c3ccccc3)CC2=O)N1 (stereo unspecified) | 5% | 2% | -0.2% | -1.1% | -43% | i | -0.7% | 4% | 1%
Nc1nc(CCOc2ccc(F)cc2)cs1 | -2% | -1% | -5.5% | -0.1% | -2% | i | 0.0% | -5% | -2%
OC1CCN(Cc2cccc3ccccc23)CC1 | 2% | / | / | / | -11% | i | 0.1% | -3% | 6%
COCCN1C(=O)N[C@H](c2cccc(C(F)(F)F)c2)C(C(=O)OC)=C1C | 4% | -5% | -2.6% | -2.9% | -8% | / | / | 0% | -3%
CCOCCCNC(=O)C(Cc1ccccc1)NS(=O)(=O)c1ccc2c(c1)c(=O)n(C)c(=O)n2C (stereo unspecified) | 8% | 5% | -10% | 2.6% | -15% | i | 0.6% | -1% | 0%
COc1cc(-c2ccc(=O)[nH]n2)ccc1OC(F)F | 3% | -1% | -1.5% | 2.5% | -2% | i | 0.3% | 13%&-4% | 4%

Assay outcomes (PubChem BioAssay)
